XBP1 UPR activ – activators of adaptive XBP1 UPR arm, primary screen, cell-based, CHO-XBP1 luciferase reporter, luminescence, uHTS. activation, % at 20 µM. actives 0.33% (n = 330,000). AID 463104, 2010. IRE1-XBP1 UPR activation; percent of tunicamycin response, DMSO as zero;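 active = versus positive control, 20 µM dose yields 30% or more activation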;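 note: 100% = tunicamycin at 10 µg/mL and 0% = DMSO only wells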
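Material: IRE1-XBP1 luciferase reporter CHO line / Quantity: one thousand reporter cells per well / Buffer or medium: F12 with 10% serum / Compound: 20 µM single concentration, DMSO 1% / Times: 6 h treatment, 37 °C / Detection: Steady-Glo luciferase glow luminescence, 10 min after reagent addition / Benchmarks: tunicamycin high, DMSO low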
UPR CHOP act – activators of apoptotic CHOP UPR arm, primary screen, cell-based, CHO-CHOP luciferase reporter, luminescence, uHTS; UPR activation; percent of tunicamycin response over DMSO baseline; activation, % at 10 µM; actives 0.34% (n = 330,000);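 active = at 10 µM dose, activation of 40% or more, normalized to positive control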;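 note: 100% = tunicamycin at 10 µg/mL and 0% = DMSO alone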
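measured by = luciferase luminescence | assay system = CHO-CHOP cells, stable luciferase reporter of PERK-eIF2a-CHOP signalling | amount = 500 reporter cells seeded per well | timing = 6 h compound exposure at 37 °C after overnight seeding | controls = positive tunicamycin 10 µg/mL, negative DMSO alone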
TIM10 inh – growth inhibitors of isogenic TIM10 control yeast, primary screen, counter-screen for tim10-1 yeast inhibitor project, luminescence, uHTS; actives 1.4% (n = 330,000); inhibition, % at 10 µM; AID 463195, 2010; S. cerevisiae TIM10 strain growth, BacTiter-Glo luminescence, 24 h;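 active = inhibition of 40% or more at the single tested concentration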;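 note: wild-type TIM10 isogenic control strain grown at permissive 25 °C; 0% = DMSO yeast wells and 100% = minimal medium wells without yeast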
tim10-1 inh – growth inhibitors of tim10-1 mutant yeast, primary screen, luminescence, uHTS | S. cerevisiae tim10-1 ts strain growth, BacTiter-Glo, 24 h | inhibition, % at 20 µM | actives 2.2% (n = 330,000) | AID 463190, 2010;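 active = inhibition of at least 40%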;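 note: mutant grown at 25 °C; 0% = DMSO wells with yeast and 100% = wells holding no yeast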
tim23-1 inh – growth inhibitors of tim23-1 mutant yeast, primary screen, luminescence, uHTS; S. cerevisiae tim23-1 growth, BacTiter-Glo luminescence, 24 h; inhibition, % at 20 µM; actives 1.3% (n = 330,000); AID 463212, 2010;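 active = growth inhibition of the mutant yeast at or above 50%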;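 note: temperature-sensitive mutant grown at 25 °C; plate controls were DMSO-treated mutant yeast for no effect and medium wells lacking yeast for full effect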
Mdm2 MdmX PPI – inhibitors of human Mdm2-MdmX association, primary screen, cell-based, luminescence, split luciferase, SaOS-2, uHTS | SaOS-2 split-luciferase Mdm2/MdmX complementation | inhibition, % at 8 µM | actives 3% (n = 330,000);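 active = inhibition of at least 50% at 8 µM in the primary screen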
Target sequence (O15151 whole entry, looked up): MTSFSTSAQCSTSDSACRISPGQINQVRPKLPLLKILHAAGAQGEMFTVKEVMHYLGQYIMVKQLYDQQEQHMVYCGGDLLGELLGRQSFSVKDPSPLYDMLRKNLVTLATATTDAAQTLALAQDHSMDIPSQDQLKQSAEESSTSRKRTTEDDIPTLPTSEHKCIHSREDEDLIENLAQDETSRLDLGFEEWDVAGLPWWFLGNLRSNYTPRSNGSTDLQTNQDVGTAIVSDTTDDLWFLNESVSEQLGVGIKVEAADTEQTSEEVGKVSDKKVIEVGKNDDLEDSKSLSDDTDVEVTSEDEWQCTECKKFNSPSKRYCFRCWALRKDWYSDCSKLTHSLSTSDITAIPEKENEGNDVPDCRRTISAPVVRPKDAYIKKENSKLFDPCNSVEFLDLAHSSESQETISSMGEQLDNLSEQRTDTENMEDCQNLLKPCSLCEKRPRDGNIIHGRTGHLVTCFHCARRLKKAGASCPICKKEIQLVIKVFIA
Target sequence (Q00987 whole entry, looked up): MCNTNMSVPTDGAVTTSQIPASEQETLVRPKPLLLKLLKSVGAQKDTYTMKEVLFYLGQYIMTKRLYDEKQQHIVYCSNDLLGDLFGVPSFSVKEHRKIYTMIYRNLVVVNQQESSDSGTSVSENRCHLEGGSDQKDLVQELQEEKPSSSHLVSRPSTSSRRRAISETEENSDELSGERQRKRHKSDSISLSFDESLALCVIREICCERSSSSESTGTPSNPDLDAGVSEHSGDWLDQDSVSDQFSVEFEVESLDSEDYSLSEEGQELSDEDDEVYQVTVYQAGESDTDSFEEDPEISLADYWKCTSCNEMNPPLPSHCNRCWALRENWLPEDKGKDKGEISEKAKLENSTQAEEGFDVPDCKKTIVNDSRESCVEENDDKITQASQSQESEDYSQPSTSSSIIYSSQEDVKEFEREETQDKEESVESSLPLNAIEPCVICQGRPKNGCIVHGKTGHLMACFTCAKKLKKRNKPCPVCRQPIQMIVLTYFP
Jurkat NFkB inh – inhibitors of induced NF-kB luciferase reporter, primary screen, TCR NF-kB activation inhibitor project, cell-based, luminescence, uHTS; Jurkat, PMA/ionomycin-induced NF-kB luciferase reporter; inhibition, % at 4 µM; actives 0.53% (n = 330,000); AID 435003, 2010; in the data active = inhibition above about 50%
697 NFkB inh – inhibitors of PMA/ionomycin-induced NF-kB reporter, 697 cells, primary screen, B-cell NF-kB inhibitor project, cell-based, luminescence, uHTS; AID 435022, 2010; inhibition, % at 4 µM; 697 B-cell NF-kB luciferase reporter, 16 h; actives 0.33% (n = 330,000); in the data active = inhibition above about 35%
* marks the source's active call; other numbers are inactive results.

Second line of a record – XBP1 UPR activ, UPR CHOP act, TIM10 inh, tim10-1 inh, tim23-1 inh, Mdm2 MdmX PPI, Jurkat NFkB inh, 697 NFkB inh
> Cc1oc(-c2ccccc2Cl)nc1CS(=O)CC(=O)NC1CC1 (stereo not drawn)
→ -8.6, -1.8, 3.6, 3.3, 0.7, 11.9, 12.2, 16.2
> CCn1c(=O)c(C(=O)CN2CCc3ccccc32)c(N)n(Cc2ccccc2)c1=O
→ -0.8, -0.2, 5.2, 25.2, 17.1, -2.7, 1.1, -10.5
> Cc1cc(C)c2c(-n3cccc3)c(C(=O)NNS(=O)(=O)c3ccc(Cl)cc3)sc2n1
→ 1.2, 3.5, 31.6, 43.4*, 40.5, 2.2, 21.2, 9.8
> CN(Cc1ncc[nH]1)C(=O)CC1C(=O)NCCN1Cc1c(F)cccc1Cl (stereo not drawn)
→ -2.4, 9.5, 2.7, 20.6, 15.3, -23.7, -28.6, -10.8
> CCCC(=O)NCc1ccc2c(c1)cc(C)n2C
→ -1.4, -1.4, 2.5, 10.8, 22.2, -16.5, 2.4, 1.0
> CC[n+]1ccc2cc(OC)c(OC)cc2c1Cc1ccc(OC)c(OC)c1
→ -3.6, 0.7, -18.1, 27.1, 12.3, 3.3, -13.3, -2.6
> CC(=O)N1CCN(C(=O)COc2ccc(N(C)S(=O)(=O)c3cccs3)cc2)CC1
→ 2.6, 1.0, 3.8, -11.4, 0.2, 16.9, -0.5, 11.0
> CCNC(=S)N(Cc1ccc2c(c1)OCO2)C1CC(=O)N(c2ccc(F)cc2)C1=O (stereo not drawn)
→ -3.9, -1.2, -11.4, 20.6, 25.8, 5.8, -7.9, -5.3
> CCc1cccc(NS(=O)(=O)c2csc(C(N)=O)c2)c1
→ -3.6, 0.2, 2.1, -18.5, -2.1, 19.6, 2.9, -22.3
> O=c1c2ccccc2c(C=NCCCN2CCOCC2)c(O)n1Cc1ccc2c(c1)OCO2
→ 4.8, -1.2, 1.8, -9.2, -73.7, 16.1, -2.4, 9.8
> CCc1ccc(Nc2nnc(SCC(=O)Nc3ccc(C(=O)O)cc3)s2)cc1
→ -2.1, -0.5, 11.8, 4.2, 0.2, 11.6, -15.4, 8.8
> CC(NC(=O)CCSc1nc(-c2ccc3c(c2)OCO3)cc(C(F)(F)F)n1)c1ccccc1 (stereo not drawn)
→ 0.8, 2.7, -3.4, 24.0, 13.6, 10.0, 5.4, -26.7
> COc1ccccc1NC(=O)c1c(C)nc2ccccc2c1C(=O)O
→ -1.4, 1.0, -4.4, 8.8, 4.5, 14.9, -2.9, 11.7
> Oc1ccc(C2=NN(c3ccccc3)C(c3ccc(F)cc3)C2)cc1 (stereo not drawn)
→ 4.4, 2.9, 12.0, -3.7, 25.7, 2.6, 15.8, 12.8
> COc1ccccc1NC(=O)Nn1cnnc1
→ 1.4, -1.4, -14.2, -8.6, 6.2, 0.5, -4.9, -12.3
> CCOc1ccc(-c2ccc(SCC(=O)NC3CCCCC3)nn2)cc1
→ 0.2, 3.3, -23.1, -9.9, -7.4, 13.6, -103.9, -154.5
> Cc1nn(-c2ccccc2)c(Cl)c1/C=N/Nc1nc2ccccc2[nH]1
→ 12.5, 7.3, 16.6, 24.2, 10.6, 12.7, -226.8, -371.3
> CC(=O)NC(Cc1ccc(C(C)C)cc1)C(=O)NC1CCN(C(=O)c2cccc(C)c2)CC1 (stereo not drawn)
→ 1.4, -0.1, 6.8, 5.9, 0.3, -4.1, 0.6, 21.4
> Cn1ccc(C(=O)NC(=S)N2CCSCC2)n1
→ -2.4, -0.8, -17.2, -21.7, 3.3, 20.6, 6.0, 9.9
> Cc1ccn(CCNC(=O)C2CCC(=O)N(Cc3ccc(Cl)cc3)C2)n1 (stereo not drawn)
→ -4.8, -1.1, 2.0, 1.3, 1.6, -11.2, -18.5, -8.6
> CCCCCCC(O)(c1ccccc1)C(CN1CCOCC1)c1ccccc1 (stereo not drawn)
→ -1.2, -0.5, 29.1, 16.5, 49.1, 25.7, 1.2, -4.4
> CC1CC(C)CN(C(=O)CNS(=O)(=O)c2cccs2)C1 (stereo not drawn)
→ 7.2, 0.6, 0.1, -1.6, 14.1, -16.9, 18.1, 12.5
> CC(C)(C)OC(=O)N1CCC[C@H]1c1nnc(SCC(=O)Nc2ccc(Br)cc2)o1
→ -6.3, -0.9, 18.3, 15.5, 22.9, 11.3, 4.3, -0.8
> CC(C)CNC(=O)c1cccc(NC(=O)COc2ccc([N+](=O)[O-])cc2)c1
→ -2.2, -0.8, 4.6, 19.3, -5.4, 14.9, 21.8, -0.1
> ONc1cccnc1-n1nc(C(F)(F)F)cc1C(F)(F)F
→ 0.6, 0.4, -6.2, 22.2, 12.0, 6.2, -15.5, -3.6
> Cc1cccc(NC(=O)c2cc(NC(=O)C3CCCCC3C(=O)O)ccc2N2CCCCC2)c1 (stereo not drawn)
→ -0.1, 2.0, 17.7, 10.9, 32.3, -17.4, 13.4, 28.5
> CCO[C@@H]1OC(C(=O)N2CCN(Cc3ccccc3)CC2)=C[C@H](c2ccccc2)[C@H]1CCCO
→ -1.3, 0.7, 7.3, 5.2, 15.7, -31.9, 0.4, -6.6
> CCc1ccc(NC(=O)/C(C#N)=C/c2ccncc2)cc1
→ 3.1, 17.3, 21.8, 37.3, 74.0*, 6.7, 7.1, 25.7
> C=CCn1c(COc2ccc(F)cc2)nnc1SCC(=O)NC1CC1
→ -0.3, 0.5, 4.8, -12.3, -18.9, 3.4, -9.3, -8.8
> COCCN=c1scc(-c2cc(OC)ccc2OC)n1/N=C/c1c[nH]c2ccccc12
→ -1.5, 3.9, -13.2, 5.8, 11.9, 28.7, -14.7, -20.3
> CCCCCCOc1ccc(C(=O)O)cc1C#N
→ -1.1, -0.2, 4.2, 1.1, 13.8, 4.1, 3.9, 29.5
> O=C(NCc1nnc(SCC(=O)N2CCCCC2)o1)c1ccc(F)cc1
→ -3.9, 1.6, 1.0, -3.8, -8.7, -2.9, 1.8, 11.9
> C=CCn1c(SCC(=O)N(C)CC(=O)Nc2ccc(C)cc2)nnc1-c1ccncc1
→ -1.4, -0.7, -0.8, -7.8, 7.5, -14.0, 3.5, 3.2
> Cc1ccc2nc(NC(=O)CN3C(=O)C4CC=CCC4C3=O)sc2c1 (stereo not drawn)
→ 2.8, 1.5, -10.4, 30.4, 22.4, 11.7, -29.8, -8.1
> CCOC(=O)c1nn(-c2cccc(OC)c2)c(-c2ccccc2)c1C(=O)c1ccccc1
→ 5.1, 0.3, 13.2, 30.5, 15.8, -4.9, 2.7, 5.2
> COc1cc2cc(C[C@H](C)O)oc(=O)c2cc1OC
→ -0.9, -0.9, -14.9, -11.7, -10.1, 20.1, 1.4, 1.0
> O=C(COC(=O)C1CCN(S(=O)(=O)c2ccc3c(c2)OCCO3)CC1)Nc1cc(C(F)(F)F)ccc1Cl
→ 3.5, 2.1, -0.7, 5.3, 24.5, 9.4, -4.8, -4.0
> COCCNC(=O)/C(C#N)=C/c1c(N2CCN(C)CC2)nc2c(C)cccn2c1=O
→ -7.0, 1.0, -2.2, 3.2, -2.7, 24.4, -19.8, 1.5
> COc1cc(-c2nnc(SCC(=O)c3ccccc3)o2)cc(OC)c1OC
→ 0.5, -2.7, 8.7, 15.0, 2.9, 1.4, -5.3, -5.0
> CCC(C)Oc1cc(-c2ccnc(Nc3cccc(Cl)c3)n2)ccn1 (stereo not drawn)
→ -6.2, -2.3, 11.4, 3.8, 2.6, 94.7*, 26.9, -53.8
> CC12CCC(C(=O)Nc3cccc(Cl)c3Cl)([C@H](Br)C1=O)C2(C)C (stereo partly drawn)
→ 0.5, 0.2, 15.3, 16.8, 16.5, 19.4, -8.5, 18.7
> COC(=O)CC1C(=O)NCCN1C(=S)NC(=O)c1ccccc1[N+](=O)[O-] (stereo not drawn)
→ -2.2, 2.6, -2.7, 7.7, 2.6, 18.3, 0.7, 9.0
> CCOC(=O)C1CCN(S(=O)(=O)c2ccc(OC)c(C(=O)N3CCCCC3)c2)CC1
→ -0.7, -0.1, -5.4, -10.8, 15.2, 17.1, 5.4, -7.2
> COc1ccccc1NC(=O)c1nnn(CC(=O)Nc2cccc(SC)c2)c1N
→ -1.2, -3.0, -15.8, 4.2, -15.7, 20.3, 0.5, 13.4
> O=C(CNc1cccc(C(F)(F)F)c1)Nc1cccc(S(=O)(=O)N2CCCC2)c1
→ -1.5, 0.8, 17.0, 22.9, 16.0, 27.9, -6.0, -0.3
> O=C(CC(=O)Nc1cccnc1)Nc1cccnc1
→ 2.7, 0.2, -0.4, 13.5, -0.5, 12.4, -40.0, -18.3
> CC1(C)NC(=O)N(CCCCOc2ccc(Cl)cc2)C1=O
→ 5.4, -1.0, -3.5, 17.5, -5.9, 22.4, -5.2, -25.4
> N#CCC(=O)N/N=C/c1c2ccccc2cc2ccccc12
→ -5.6, 2.8, 18.7, 25.1, 25.5, -7.6, 20.5, 15.2
> CNC(=O)CCCCC(=O)N/N=C/c1ccc(Cl)cc1Cl
→ 0.8, -1.1, -3.5, -6.3, 4.1, 17.1, 0.6, 29.1
> Cc1ccc(S(=O)(=O)Nc2ccccc2F)cc1C(=O)NCc1ccco1
→ -1.4, 2.5, 1.4, 5.8, 12.4, 27.0, 0.9, 17.0
> COc1ccc(-c2cc(C(=O)N(C)Cc3nc4ccccc4c(=O)[nH]3)c3ccccc3n2)cc1OC
→ -2.0, 3.0, 5.2, 0.9, 6.1, 52.2*, -1.9, 3.5
> O=[N+]([O-])c1ccc2c(c1N1CCCCC1)=NC1(CCCCC1)[N+]=2[O-]
→ -4.0, 2.5, 26.9, 35.2, 53.6*, 2.9, 6.1, 0.9
> COCCOc1cc(N(CC(=O)N(C)C)S(=O)(=O)c2ccccc2)c(Cl)cc1Cl
→ -1.7, -1.8, 18.2, 14.2, 10.8, -8.8, 7.5, 3.8
> COc1ccc(OC)c(CCNC(=O)Cn2cccc2C(=O)c2ccccc2C)c1
→ -2.1, 1.4, -7.6, -14.6, 95.6*, 7.7, 9.0, -25.4
> O=[N+]([O-])c1ccc(Cc2ccncc2)cc1
→ 1.1, -0.1, 1.1, 9.8, -1.6, -16.5, 5.8, 17.9
> O=C(/C=C/c1ccccc1[N+](=O)[O-])OCC(=O)c1ccccc1
→ 3.5, 0.6, 12.0, 11.4, 15.7, -13.8, -4.1, 20.5
> Cc1ccnc(NC(=O)c2ccc3c(c2)NC(=O)C(C)S3)c1 (stereo not drawn)
→ -7.2, -2.7, -3.2, 3.3, 13.8, -52.7, -98.0, -105.1
> O=C(/C=C/c1cccc(F)c1)Nc1ccc(S(=O)(=O)Nc2ncccn2)cc1
→ -3.2, 2.8, -0.9, 14.7, 1.3, 5.0, -1.6, 0.3
> CCOC(=O)Nc1ccc2c(c1)N(C(=O)CCCl)c1ccccc1[S@]2=O
→ -7.8, -0.8, 17.4, 25.7, 35.0, 84.3*, 14.4, 9.7
> COc1cccc(NC(=O)c2ccc3c(c2)C(=O)N(CC2CCCO2)C3=O)c1 (stereo not drawn)
→ 0.1, 8.6, 5.2, -8.0, 2.6, 7.2, -4.0, -14.0

Some of these compounds in order of the 697 NFkB inh value, rising.
SMILES | XBP1 UPR activ | Mdm2 MdmX PPI | Jurkat NFkB inh | 697 NFkB inh
O=C(CNc1cccc(C(F)(F)F)c1)Nc1cccc(S(=O)(=O)N2CCCC2)c1 | -1.5 | 27.9 | -6.0 | -0.3
O=[N+]([O-])c1ccc2c(c1N1CCCCC1)=NC1(CCCCC1)[N+]=2[O-] | -4.0 | 2.9 | 6.1 | 0.9
COc1cc2cc(C[C@H](C)O)oc(=O)c2cc1OC | -0.9 | 20.1 | 1.4 | 1.0
